HP1b chromo inh = HP1-beta chromodomain-methylated histone interaction inhibition. P83916. AlphaScreen HP1-beta / biotin-H3K9me3 peptide binding. Potency, µM (titrated, usually from 114 µM), inactives show top-dose activity change, negative = inhibition, hits mostly inhibitors. 390,000 compounds, 0.56% hits. AID 540317; further: nearly all actives have a fitted effect of over 70% in size; inactives centre near 23
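Compound inhibition of the preformed complex between 50 nM HP1-beta and 50 nM biotinylated H3K9me3 peptide was read by AlphaScreen. Buffer was PBS pH 7.4 with 0.01% Tween-20. Incubations ran 30 min at room temperature, with 10 ug/mL donor/acceptor beads.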
Pin1 inhibitor = inhibitors of human Pin1; Q13526; Potency, µM (titrated, usually from 115 µM), for the others: at the highest dose activity, negative = inhibition, usual class: inhibitors; Pin1 FP peptide displacement, HiFluor488, 10 min; 390,000 compounds, 0.009% hits; active means well fitted inhibition curve with a large enough effect in the polarisation, with a control signal flat, not every such curve was filed as active; inconclusive means small, poorly fitted or top-dose-only effect, or effect the other way, or a change in a side signal; inactive means no such curve, though single readings can be large or run the other way; the % refers to the polarisation; further: on the % scale 0 is the no-effect control and ±100 the full control effect
JMJD2A Tudor = JMJD2A Tudor domain (human) inhibition. O75164. AlphaScreen JMJD2A-Tudor / H3K4me3 peptide binding. Potency, µM (highest dose often 114 µM), for the others: at the top dose activity change, negative = inhibition, most hits filed as inhibitors. 390,000 compounds, 4.4% hits; further: on the % scale 0 is the no-effect control and ±100 the full control effect; nearly all actives have a fitted effect of over 50% in size
Target sequence (O75164 whole entry, looked up, the tested form may be a part): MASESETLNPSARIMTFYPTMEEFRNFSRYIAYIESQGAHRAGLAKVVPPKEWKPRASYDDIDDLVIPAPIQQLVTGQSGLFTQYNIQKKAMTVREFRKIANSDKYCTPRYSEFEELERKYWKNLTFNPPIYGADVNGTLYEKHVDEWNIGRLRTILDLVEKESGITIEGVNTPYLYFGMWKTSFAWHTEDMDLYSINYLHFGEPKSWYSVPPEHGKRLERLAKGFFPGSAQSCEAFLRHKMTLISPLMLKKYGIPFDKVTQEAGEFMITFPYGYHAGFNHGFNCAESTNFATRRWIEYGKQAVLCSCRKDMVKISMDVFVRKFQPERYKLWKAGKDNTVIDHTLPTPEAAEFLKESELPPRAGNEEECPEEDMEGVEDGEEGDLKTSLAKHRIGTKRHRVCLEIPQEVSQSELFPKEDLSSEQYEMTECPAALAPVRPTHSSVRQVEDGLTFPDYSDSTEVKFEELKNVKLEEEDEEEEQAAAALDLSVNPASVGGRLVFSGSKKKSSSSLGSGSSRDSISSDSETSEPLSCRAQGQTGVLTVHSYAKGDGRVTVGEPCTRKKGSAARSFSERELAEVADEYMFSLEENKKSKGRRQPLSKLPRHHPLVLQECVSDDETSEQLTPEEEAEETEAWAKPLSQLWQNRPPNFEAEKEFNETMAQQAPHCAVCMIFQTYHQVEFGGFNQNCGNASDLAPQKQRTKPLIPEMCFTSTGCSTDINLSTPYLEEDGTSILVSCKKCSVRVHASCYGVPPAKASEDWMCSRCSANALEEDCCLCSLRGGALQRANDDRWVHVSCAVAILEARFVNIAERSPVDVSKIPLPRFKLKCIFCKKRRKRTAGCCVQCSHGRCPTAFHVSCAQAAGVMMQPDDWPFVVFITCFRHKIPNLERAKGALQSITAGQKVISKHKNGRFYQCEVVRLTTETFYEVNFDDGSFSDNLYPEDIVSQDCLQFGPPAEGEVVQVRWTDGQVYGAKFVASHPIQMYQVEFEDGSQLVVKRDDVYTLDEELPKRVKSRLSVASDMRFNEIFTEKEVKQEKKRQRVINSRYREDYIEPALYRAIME
Pol iota inh = DNA polymerase iota (human) inhibition | Pol iota fluorescent replication assay, 10 min | Potency, µM (highest dose often 115 µM), for the others: at the top dose activity, negative = inhibition, actives largely listed as inhibitors | 390,000 compounds, 1% hits | AID 588590
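Fluorescent replication assay read twice, at 0 min and 10 min after adding 50 nM (final) substrate. Enzyme (10 nM) and compounds were first incubated 15 min at room temperature; enzyme-free buffer wells were negative controls.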
BLM helicase inh = Bloom syndrome helicase (human) inhibition | P54132 | AID 2528 | Potency, µM (doses to about 56.1 µM), for inactives: top-dose activity change, negative = inhibition, most hits filed as inhibitors | 350,000 compounds, 0.2% hits | recombinant BLM DNA unwinding, fluorescence dequenching;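 further: plate controls were vehicle for no effect and no enzyme for full effect; nearly all actives have a fitted effect of over 35% in size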
G9a block = inhibitors of human histone lysine methyltransferase G9a | AID 504332 | Q96KQ7 | G9a H3K9 monomethylation, AlphaScreen, 2 h | Potency, µM (top dose mostly 102 µM), inactives show at the top dose activity, negative = inhibition, hits mostly inhibitors | 350,000 compounds, 8.8% hits; further: on the % scale 0 is the no-effect control and ±100 the full control effect; nearly all actives have a fitted effect of over 75% in size
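Methyltransferase reactions run at room temperature for 2 h (20 nM enzyme, 500 nM biotin-H3K9 peptide, 20 uM SAM) after a 15 min compound preincubation; product detected by AlphaScreen beads and anti-H3K9me1 antibody.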
GLS inh = blocks human kidney-isoform glutaminase activity. GLS enzymatic activity, qHTS titration. AID 624170. Potency, µM (doses to about 45.5 µM), inactives show top-dose activity change, negative = inhibition, usual class: inhibitors. 410,000 compounds, 0.21% hits; further: on the % scale 0 is the no-effect control and ±100 the full control effect
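hKGA in 45 mM KH2PO4 (pH 8.2), 0.02% Tween-20 with compound, then 1mM L-Glutamine (stock as added) plus glutamate oxidase/HRP/Amplex red coupling mix. Fluorescence read initially and after 30 min at RT; signal change reflects glutamate formation.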
BAZ2B block = blocks human BAZ2B. 360,000 compounds, 4.4% hits. Q9UIF8. AlphaScreen BAZ2B-H3K14Ac peptide displacement. AID 504333. Potency, µM (series often up to 114 µM), for inactives: at the highest dose activity change, negative = inhibition, actives largely listed as inhibitors; further: on the % scale 0 is the no-effect control and ±100 the full control effect; nearly all actives have a fitted effect of over 60% in size
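BAZ2B (50 nM) with biotin-H3(5-23)K14Ac peptide (50 nM) in PBS pH 7.4, 0.01% Tween-20, preformed 30 min, then compound 30 min at room temperature; top concentration 110uM. AlphaScreen streptavidin donor/nickel chelate acceptor beads (10 ug/mL final), 20 min dark, signal read.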
PGK inhibitor = blocks T. brucei phosphoglycerate kinase; AID 602233; PGK/GAPDH coupled, Kinase-Glo luminescence, 60 min; Potency, µM (top dose mostly 57.5 µM), without a hit: top-dose activity change, negative = inhibition, usual class: inhibitors; P07378; 380,000 compounds, 0.043% hits; further: on the % scale 0 is the no-effect control and ±100 the full control effect; nearly all actives have a fitted effect of over 60% in size
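Recombinant glycosomal PGK reaction used 1,3-bisphosphoglycerate generated in-well by GAPDH (100nM final) in 100mM TEA pH 7.6, 5mM MgCl2, 0.01% Tween-20. After 60 minutes at room temperature, ATP was read by Kinase-Glo Plus luminescence end-point.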
Active calls of the source: *; i = inactive; ? = inconclusive; / = no result given; [ ] = dose if it differs, or a comment. Unless noted, the call rests on the fitted dose curve; in most records, active means well fitted curve in the direction sought with a large enough effect; inconclusive means small, poorly fitted or top-dose-only effect, or another doubt; inactive means no such curve, though single readings can be large; an effect the other way counts as inactive or inconclusive. Potency means the concentration at half of the fitted maximal effect.

HP1b chromo inh,BAZ2B block,G9a block,JMJD2A Tudor,Pol iota inh,PGK inhibitor,BLM helicase inh,GLS inh,Pin1 inhibitor,mol
8%,1%,?,-16%,-11%,0%,0%,-7%,1%,COc1ccc(NC(=O)CSc2nnc(-c3ccncc3)n2-c2ccccc2)cc1
22%,2%,40µM*,-20%,?,-6%,-11%,5%,-2%,Cc1cc(C)n2cc(CSc3nnnn3-c3ccc(Cl)cc3)nc2n1
18%,-1%,11%[59 µM],-20%,?,-5%,-3%,-7%,-4%,COc1ccc(Cl)cc1Nc1ncnc2c1c(-c1ccccc1)cn2-c1ccccc1
9%,26%,0%[59 µM],-12%,125%[activator],-7%,-2%,1%,-1%,N=c1c(C(=O)NC2CCCC2)cc2c(=O)n3ccccc3nc2n1CCCN1CCOCC1
38%,12%,/,-14%,3%,2%,3%,-3%,5%,CCc1ccc(S(=O)(=O)N2CCN(c3ncccn3)CC2)cc1
12%,-22%,35µM*,-10%,7%,-1%,2%,0%,-2%,O=C(CCCc1nc2ccccc2s1)NNC(=O)CCN1CCN(Cc2ccccc2)CC1
25%,-17%,13%,-17%,-8%[58.9 µM],-7%,-1%,1%,-9%,Cc1cccc(OC(=O)CN2C(=O)C3C4CCC(C4)C3C2=O)c1C (stereo unspecified)
33%,-3%,-49%[12.7 µM],?,-24%,1%,/,-4%,1%,O=C(OCC(=O)c1ccc[nH]1)c1ccc(Br)cc1
13%,?,?,79µM*,79µM*,?,-7%,31%[activator],3%,COc1ccc(CCN2C(=O)CC(C(N)=O)SC2=Nc2ccccc2)cc1 (stereo unspecified)
18%,-17%,4%[59 µM],1%,88%[activator],-4%,-5%,1%,-5%,O=C(NCC1CCCO1)C(=O)NCC(c1ccco1)N1CCN(c2ccccc2F)CC1 (stereo unspecified)

Continued.
HP1b chromo inh,BAZ2B block,G9a block,JMJD2A Tudor,Pol iota inh,PGK inhibitor,BLM helicase inh,GLS inh,Pin1 inhibitor,mol
1%,5%,3%[59 µM],-9%[57.1 µM],-7%,-1%,-1%,16%,-1%,N#Cc1cccc(NC(=S)Nc2ccccc2)c1
14%,2%,20%,-1%,2%,-3%,0%,7%,-2%,O=C(CCN1CCN(c2ccccc2F)CC1)Nc1ccccc1F
9%,/,?,-10%,28%,-9%,-2%,0%,-13%,NC(=O)COC(=O)c1ccc(Cl)c(S(=O)(=O)N2CCCCCC2)c1
26%,/,?,-29%,-1%,15%,-3%,3%,0%,O=C1CCC(=O)N1c1ccc(CSc2nc3ccccc3[nH]2)cc1
21%,7%,11%[59 µM],-14%,21%,-2%,1%,101%[activator],-5%,CCCCC(=O)NS(=O)(=O)c1ccc(N=NN2CCOCC2)cc1
97%,79%[activator],47%[59 µM],101%[activator],2%[58.9 µM],?,-5%,3%,-2%,CCCCSc1nnc(-c2ccc(C)cc2)o1
-3%,?,?,?,-24%,i,-10%,23%,2%,CCOC(=O)c1[nH]c2cc(OC)c(OC)cc2c1NC(=O)CN(C)C1CCCCC1
-23%,-22%,-3%[59 µM],16µM*,-11%,-3%,1%,-14%,-4%,COc1ccccc1N1CCN(S(=O)(=O)c2c(C(=O)N3CCOCC3)c(C)n(C)c2C)CC1
35%,4%,6%[0.501 µM],-9%,-2%,-4%,4%,13%,1%,Cc1ccc(-c2nc3cc(N)ccc3o2)cc1Br
29%,-5%,14%[12.7 µM],-8%,19%,-1%,-5%,-4%,-11%,O=C(Nc1ccnn1C1CCN(Cc2ccc(CO)o2)CC1)c1ccccc1

Brought forward from above: 4 entries; new compounds follow.
HP1b chromo inh,BAZ2B block,G9a block,JMJD2A Tudor,Pol iota inh,PGK inhibitor,BLM helicase inh,GLS inh,Pin1 inhibitor,mol
-3%,?,?,?,-24%,i,-10%,23%,2%,CCOC(=O)c1[nH]c2cc(OC)c(OC)cc2c1NC(=O)CN(C)C1CCCCC1
-23%,-22%,-3%[59 µM],16µM*,-11%,-3%,1%,-14%,-4%,COc1ccccc1N1CCN(S(=O)(=O)c2c(C(=O)N3CCOCC3)c(C)n(C)c2C)CC1
35%,4%,6%[0.501 µM],-9%,-2%,-4%,4%,13%,1%,Cc1ccc(-c2nc3cc(N)ccc3o2)cc1Br
29%,-5%,14%[12.7 µM],-8%,19%,-1%,-5%,-4%,-11%,O=C(Nc1ccnn1C1CCN(Cc2ccc(CO)o2)CC1)c1ccccc1
10%,?,-9%,?,?,-7%,-5%,35%[activator],?,Nc1c(C(=O)O)sc2nc(-c3ccccc3)cc(-c3ccc(Cl)cc3)c12
45%[activator],-8%[57.1 µM],4%,-19%,29%,-3%,0%,-16%,-2%,CN(C(=O)CN1C(=O)S/C(=C\c2ccc(F)cc2)C1=O)C1CCS(=O)(=O)C1 (stereo unspecified)
14%[57 µM],1%,11%,-6%,16%,7%,-3%,-2%,8%,O=C(CCn1ccc2cc(S(=O)(=O)N3CCCC3)ccc21)NCCc1ccccc1
46%[activator],-1%,-45%[12.7 µM],-11%,-5%,-5%,0%,0%,3%,O=C(CN1CCOCC1)NC1CC2CCC1C2 (stereo unspecified)
29%,0%,/,1%,12%,-2%,-4%,-7%,1%,COCCCNC(=O)CCc1nnc(Cc2ccc(-c3ccccc3)cc2)o1
18%,2%,13%,5%,22%,-4%,1%,/,-1%,C/C(=N\NC(=O)Cc1csc(N2CCOCC2)n1)c1ccccc1
99%[activator],-15%,11%,-4%,25%,-2%,-5%,-2%,-3%,CC(C)CCN1CCN(Cc2coc3ccccc3c2=O)CC1CCO (stereo unspecified)
31%,10%,-6%,0%,31%[activator],3%,/,-1%,-2%,CCc1noc(C)c1C(=O)N(CCC(C)C)c1c(N)n(Cc2ccccc2)c(=O)[nH]c1=O
16%,-11%,-36%[12.7 µM],-20%,?,-2%,1%,4%,-6%,Cc1csc(Cn2c(CN(C)C)nc3ccccc3c2=O)n1
51%[activator],6%,18%,3%,?,6%,0%,6%,-1%,C=CCNc1nc2ccccc2nc1NS(=O)(=O)c1ccc(F)cc1

Remaining list, next part
HP1b chromo inh,BAZ2B block,G9a block,JMJD2A Tudor,Pol iota inh,PGK inhibitor,BLM helicase inh,GLS inh,Pin1 inhibitor,mol
16%,11%,36%,-20%,5%,i,3%,24%,-1%,CC1CCN(c2c(NCc3ccc(C(=O)N(C)C4CCCCC4)cc3)c(=O)c2=O)CC1
34%,-3%,-5%,0%,18%,-9%,/,-7%,10%,CCOC(=O)C1=C(COC(=O)CNC(=O)c2cc(OC)c(OC)c(OC)c2)NC(=O)NC1C (stereo unspecified)
13%,-24%,-23%[59 µM],-34%,?,-11%,-6%,-1%,-6%,C#Cc1ccc([C@H]2C=C(C(=O)O)O[C@@H](OCc3ccc(CO)cc3)C2)cc1
63%[activator],1%,2%,1%,5%,-5%,-10%,1%,-3%,Cc1ccc(-c2noc(CCC(=O)Nc3cccc(C#N)c3)n2)cc1
28%,-16%,56µM*,-17%,54%[activator],-4%,-6%,?,?,O=C(CONS(=O)(=O)c1ccc(Cl)cc1)NCCNc1ncc(C(F)(F)F)cc1Cl
30%,12%,3%[12.7 µM],-3%,?,-5%,/,1%,-14%,COC(=O)C1CCN(C(=O)COC(=O)CNC(=O)c2ccc(Cl)cc2Cl)CC1
36%,-1%,-30%[59 µM],-13%,14%,/,-14%,-10%,5%,COc1ccc(C2=NC3(CCCCCC3)N(CC(=O)Nc3cccc(Cl)c3)C2=O)cc1
17%,-9%,25%,-3%,5%,-8%,2%,-3%,4%,CC(=O)Nc1ccc2oc(-c3ccccc3)nc2c1
19%,-17%,12%,-9%,19%,i,-2%,1%,-3%,CC(CNC(=O)CCc1nnc2ccc(N3CCC4(CC3)OCCO4)nn12)c1ccccc1 (stereo unspecified)
16µM*,25µM*,2.5µM*,?,?,?,-26%,53%[activator],?,Nc1c(O)ccc2c1C(=O)c1ccccc1C2=O

(list continues)
HP1b chromo inh,BAZ2B block,G9a block,JMJD2A Tudor,Pol iota inh,PGK inhibitor,BLM helicase inh,GLS inh,Pin1 inhibitor,mol
?,-34%,79µM*,?,12%,-16%,-2%,5%,15%,CC1=NN(C(N)=S)C(=O)C1N=Nc1ccc([N+](=O)[O-])cc1 (stereo unspecified)
19%,5%,2%,-7%,14%,-7%,/,-7%,-13%,CN(C)S(=O)(=O)c1ccc(N2CCCC2)c(C(=O)NCC2CCCO2)c1 (stereo unspecified)
32%[activator],-8%,-47%,3%,6%,-1%,5%,-6%,-2%,CCOc1cc(CNC2CCCC2)ccc1OCc1ccccc1Cl
-9%,?,?,?,-8%[58.9 µM],1%,-6%,5%,?,O=C1c2ccccc2C(=O)c2c1cccc2N1CCN(CCO)CC1
19%,-7%,?,-21%,?,-4%,-8%,21%,?,COc1ccc(-n2nnnc2SCC(=O)c2cc3ccccc3o2)cc1
17%,-10%,9%[59 µM],-8%,2%,i,-8%,2%,-1%,CCNC(=O)CC1C(=O)N(c2ccc(C)cc2)C(=O)N1CCc1sccc1C (stereo unspecified)
27%,-2%,7%[59 µM],-15%,12%,i,1%,2%,12%,Cc1ccc(NC(=O)Cn2c(-c3nonc3N)nc3ccccc32)c(Br)c1
31%,-7%,19%[59 µM],0%,-22%,-4%,-6%,-12%,1%,O=C(NCc1ccccc1)C1CCCN1C(=O)Nc1ccccc1[N+](=O)[O-] (stereo unspecified)
-28%,?,?,?,19%,8%,-4%,-5%,-1%,COc1ccc(NC(=O)O/N=C/c2ccc(N(C)C)cc2)cc1
28%,3%,10%[59 µM],4%,15%,-1%,2%,5%,2%,CC(C)=C1C2CCC1C1C(=O)N(c3nc(-c4ccccc4)c(C)s3)C(=O)C21 (stereo unspecified)

Only part of the results is shown; rates above refer to the full screens.
